Bioassay records as filed in PubChem BioAssay.
cln2 rad14: NCI yeast anticancer drug screen, S. cerevisiae cln2 rad14 strain; % growth inhibition at 50 µM; 78,000 compounds, 8.3% hits;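 note: 0% = growth of vehicle-only cultures of the same strain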
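Relative to vehicle controls, growth inhibition of compound-treated cln2 rad14 yeast was recorded.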
yeast mec2-1: NCI yeast anticancer drug screen, S. cerevisiae mec2-1 strain. growth inhibition, % at 50 µM. 79,000 compounds, 9% hits. AID 157;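 note: 0% = growth of vehicle-only cultures of the same strain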
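Readout is yeast growth inhibition, normalised to vehicle-treated controls, in the mec2-1 strain exposed to compound.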
bub3: NCI yeast anticancer drug screen, S. cerevisiae bub3 mutant strain; % growth inhibition at 50 µM; 78,000 compounds, 9.9% hits;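 note: 0% = growth of vehicle-only cultures of the same strain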
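Screening used yeast with an engineered genetic alteration affecting cell cycle control. Compound-exposed cultures were compared with vehicle cultures, and reduced growth was taken as inhibition.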
yeast rad50: NCI yeast anticancer drug screen, S. cerevisiae rad50 strain | growth inhibition, % at 50 µM | 79,000 compounds, 10% hits | AID 155;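 note: 0% = growth of vehicle-only cultures of the same strain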
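Yeast carrying a defined DNA repair defect were exposed to test compounds, and growth was compared with vehicle-treated controls to give percent inhibition.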
mlh1 rad18: NCI yeast anticancer drug screen, S. cerevisiae mlh1 rad18 strain; % growth inhibition at 50 µM; 79,000 compounds, 11% hits;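 note: 0% = growth of vehicle-only cultures of the same strain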
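Growth inhibition of the yeast strain was measured after compound exposure and expressed relative to vehicle-treated controls. The strain carries defined defects in DNA damage repair.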
yeast sgs1 mgt1: NCI yeast anticancer drug screen, S. cerevisiae sgs1 mgt1 strain; % growth inhibition at 50 µM; 78,000 compounds, 10% hits;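 note: 0% = growth of vehicle-only cultures of the same strain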
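Mutant yeast exposed to compound; growth scored against vehicle-only wells.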
* = called active by the depositor; x = no result given; & = joins results of further samples. Cut-off read from the data, not from the text of the source: active = growth inhibition above about 70%; inactive = the rest.

1: CCC(NC(=O)CN)C(=O)O (stereo not drawn)
2: S=CN1CCCCC1
3: Cc1ccc(S(=O)(=O)OC2CCCCCCCCC2O)cc1 (stereo not drawn)
4: C[n+]1c(-c2ccc(/C=N/Nc3n[nH]c(=S)n3/N=C/c3ccc(-c4cn5ccsc5[n+]4C)cc3)cc2)cn2ccsc21
5: CCc1n[nH]c(=O)[nH]1

assay / compound	1	2	3	4	5
cln2 rad14	-36&-49	-2	-1	94*	9
yeast mec2-1	-18&-18	-16	13	94*	-3
bub3	-9&-7	-24	0	96*	19
yeast rad50	0&-13	-25	20	98*	5
mlh1 rad18	-26&-15	-9	8	94*	-22
yeast sgs1 mgt1	-20&2	-8	-3	95*	6

6: NC(=O)c1coc2c1C(=O)c1ccc3ccccc3c1CC2
7: N#Cc1c(Br)n(C2OC(CO)C(O)C2O)c2ncncc12 (stereo not drawn)
8: Cc1[nH]c2ccc(-c3ccccc3)cc2c1CC(=O)O
9: CCOC(=O)Oc1ccc2[nH]c3c(C)cc(N)c(C)c3c2c1
10: Cc1c(N)cccc1Cl

assay / compound	6	7	8	9	10
cln2 rad14	15	0	-6	-8	25
yeast mec2-1	-3	8	-23	-33	13
bub3	4	5	3	-22	10
yeast rad50	8	2	52	2	20
mlh1 rad18	11	3	54	-11	30
yeast sgs1 mgt1	-3	2	48	-30	18

11: CC1=C(C(=O)OCCO[N+](=O)[O-])C(c2ccccc2[N+](=O)[O-])C(C(=O)OC(C)C)=C(C)N1 (stereo not drawn)
12: O=C1CN(c2ccc(Cl)cc2)C(=O)CN1CCN1CC(=O)N(c2ccc(Cl)cc2)CC1=O
13: COc1cccc2nc3ccccc3nc12
14: O=C(O)c1ccccc1N=N/C(=N\Nc1cc(S(=O)(=O)O)ccc1O)c1ccccc1
15: c1ccc2c3nnc(c2c1)SCCCSc1nnc(c2ccccc12)SCCCS3

assay / compound	11	12	13	14	15
cln2 rad14	87*	11	9	-32	2
yeast mec2-1	88*	-10	31	20	-13
bub3	90*	-40	25	39	2
yeast rad50	84*	-43	84*	48	-9
mlh1 rad18	86*	-24	43	44	-1
yeast sgs1 mgt1	90*	-3	5	46	-2

Pulled one by one from the entries so far (three):
5: CCc1n[nH]c(=O)[nH]1
2: S=CN1CCCCC1
13: COc1cccc2nc3ccccc3nc12

assay / compound	5	2	13
cln2 rad14	9	-2	9
yeast mec2-1	-3	-16	31
bub3	19	-24	25
yeast rad50	5	-25	84*
mlh1 rad18	-22	-9	43
yeast sgs1 mgt1	6	-8	5

More records follow:
16: N/C(=N\N=C/c1ccc(O)c(O)c1O)NO
17: CN(C)CCCO
18: C=CCN(N=O)C(=O)NCCCCC(NC(C)=O)C(=O)NCc1ccccc1 (stereo not drawn)
19: O=C(CC(=O)N(C(=O)c1ccccc1)c1ccc(Cl)cc1)N/N=C\c1cc(N=Nc2ccccc2Cl)ccc1O
20: COc1ccc(C(=CCC(C)C2CCC3[C@@H]4C(OC(C)=O)CC5CC(OC(C)=O)CC[C@]5(C)C4CC(OC(C)=O)[C@]23C)c2ccc(OC)cc2)cc1 (stereo partly drawn)

assay / compound	16	17	18	19	20
cln2 rad14	18	9	-6	15	14
yeast mec2-1	18	-18	-23	-10	1
bub3	4	0	5	-21	24
yeast rad50	41	-10	-10	-14	1
mlh1 rad18	65	-1	-14	9	-6
yeast sgs1 mgt1	28	-18	-22	15	-8

21: NCCN1C(=O)c2ccccc2C1(O)c1ccc(Cl)cc1 (stereo not drawn)
22: CNc1ccc(-c2ccccc2)cc1[N+](=O)[O-]
23: CC(=O)CC1CCCCCC1
24: S=c1[nH][nH]c(=S)s1
25: O=C1c2nn(-c3ccccc3)nc2C(c2ccccc2)N1c1ccccc1 (stereo not drawn)

assay / compound	21	22	23	24	25
cln2 rad14	-5	-25	-11	52	-15
yeast mec2-1	-35	17	4	22	-32
bub3	-15	-16	2	14	-40
yeast rad50	-6	4	4	64	-16
mlh1 rad18	-1	2	6	59	-23
yeast sgs1 mgt1	-7	-16	0	15	-35

26: O=[N+]([O-])c1cccc2nc3ccccc3c(NCCc3cccc[n+]3[O-])c12
27: CC(=O)NC1CCC(NC(=O)OC(C)(C)C)C(NC(=O)OC(C)(C)C)C1 (stereo not drawn)
28: CCOC(=O)NC(C)(C)CN(C(=O)OCC)c1ccccc1
29: CN(C)c1cccc2c(S(=O)(=O)NCCCNCCN)cccc12
30: NC(Cc1ccccc1)c1ccc2cccc3c2c1CC3 (stereo not drawn)

assay / compound	26	27	28	29	30
cln2 rad14	95*	-5	x	24	-4
yeast mec2-1	83*	-1	-40	-18	34
bub3	53	6	x	-21	21
yeast rad50	88*	-20	-31	8	0
mlh1 rad18	94*	4	-11	-7	51
yeast sgs1 mgt1	92*	3	x	-21	6

31: Cc1ccc(NC(=O)N2CC2(C)C)cc1NC(=O)N1CC1(C)C
32: Nc1ncnc2c1ncn2-c1ccc(Cl)cc1
33: Nc1nc(Cl)c2nc(Cl)n(C3OC(CO)C(O)C3O)c2n1 (stereo not drawn)
34: CC(NC(=O)C(Cc1ccccc1)NC(=O)c1ccc[n+](Cc2ccccc2)c1)C(N)=O (stereo not drawn)
35: CCCCCCCCCCCCNC(C)=O

assay / compound	31	32	33	34	35
cln2 rad14	-2	10	-16	-5	15
yeast mec2-1	1	9	2	-3	83*
bub3	1	10	4	-2	80*
yeast rad50	0	15	-7	1	81*
mlh1 rad18	5	10	-4	28	92*
yeast sgs1 mgt1	3	14	-9	-10	81*

Reprinted from the part before: two entries; new compounds follow.
34: CC(NC(=O)C(Cc1ccccc1)NC(=O)c1ccc[n+](Cc2ccccc2)c1)C(N)=O (stereo not drawn)
35: CCCCCCCCCCCCNC(C)=O
36: CC(=O)OCCOCCCl
37: CCCCCCCCCC[CH2][Sn]([CH2]CCCCCCCCCC)([CH2]CCCCCCCCCC)[CH2]CCCCCCCCCC
38: O=C(O)C(Cl)=C(Cl)Cl
39: CCCCCN(CCCCC)C(C)=O
40: O=C(OCC(O)C(O)C(O)COC(=O)c1ccccc1)c1ccccc1 (stereo not drawn)

assay / compound	34	35	36	37	38	39	40
cln2 rad14	-5	15	-13	-16	1	-1	-24
yeast mec2-1	-3	83*	20	8	-30	6	-5
bub3	-2	80*	19	-1	5	-2	-23
yeast rad50	1	81*	-13	6	-4	7	-12
mlh1 rad18	28	92*	12	24	12	7	-13
yeast sgs1 mgt1	-10	81*	2	-3	14	2	-25

41: COc1cccc(NC(=O)C(=O)C(C(=O)c2ccccc2F)C2OC(=O)c3ccccc32)c1 (stereo not drawn)
42: c1cc[n+]2cc3ccc4c[n+]5ccccc5cc4c3cc2c1
43: CCCCCCCCN(c1ccc(C(=O)NC(CCC(=O)OCC)C(=O)OCC)cc1)S(=O)(=O)c1ccc(C)cc1 (stereo not drawn)
44: CCCCCOC(c1cc2c(cc1Br)OCO2)C(C)Br (stereo not drawn)
45: O=CNc1ncccn1

assay / compound	41	42	43	44	45
cln2 rad14	19	36	-25	19	-2
yeast mec2-1	1	21	-4	22	1
bub3	8	2	-4	23	-2
yeast rad50	16	29	-15	9	-7
mlh1 rad18	4	36	-12	14	-8
yeast sgs1 mgt1	36	35	-19	11	7

46: CC(C)=CCC1=C(O)C2=C(CCCC2)C(=O)C1=O
47: CCCCCCCCCCCCCCCCCCNC(=O)c1ccc2ccccc2c1O
48: CC1=CC(=O)CC(C)(C)C1(O)/C=C/C(C)=C/C(=O)O (stereo not drawn)
49: C=CCC(c1ccccc1)(c1ccccc1)c1ccccc1
50: Cc1ccc(N)cc1S(=O)(=O)O

assay / compound	46	47	48	49	50
cln2 rad14	-7	4	-37	4	-15
yeast mec2-1	14	-7	-28	5	-11
bub3	-2	29	-42	7	3
yeast rad50	31	-6	-12	-3	30
mlh1 rad18	28	2	5	8	22
yeast sgs1 mgt1	34	25	-56	4	-9

51: C=CCNC(=S)Nc1cccc(C(C)O)c1 (stereo not drawn)
52: N#C/C(=C1/C(=O)c2ccccc2-c2ccccc21)c1ccccc1
53: COP(=O)(OC)/C(=C/c1cn(C(c2ccccc2)(c2ccccc2)c2ccccc2)cn1)NC=O
54: O=C(NC(=O)c1ccccc1)Nc1cccc2ccccc12
55: CC(=O)NC1=CC(=O)c2cc(C)cc(O)c2C1=O

assay / compound	51	52	53	54	55
cln2 rad14	-20	98*	1	5	16
yeast mec2-1	-3	98*	61	13	22
bub3	-5	98*	-2	7	28
yeast rad50	-3	97*	2	4	23
mlh1 rad18	-5	99*	39	20	-15
yeast sgs1 mgt1	-10	98*	80*	13	20

56: CC1CC(C)OC(C)(c2ccccc2)O1 (stereo not drawn)
57: C=CCOC(=O)CCC(C#N)(C#N)CCC(=O)OCC=C
58: CCCN(CCCN)/[N+]([O-])=N\O
59: COc1ccc(C2(O)CCCCC2)cc1
60: O=C(c1ccccc1)c1ccc(Br)cc1O

assay / compound	56	57	58	59	60
cln2 rad14	-33	-26	-26	6	28
yeast mec2-1	-6	-7	-18	-13	22
bub3	-18	50	-16	7	38
yeast rad50	21	-10	-1	18	57
mlh1 rad18	9	15	-36	28	69
yeast sgs1 mgt1	-1	0	-13	3	32

Profiles, looked up by structure. Screens in order: cln2 rad14, yeast mec2-1, bub3, yeast rad50, mlh1 rad18, yeast sgs1 mgt1
O=C(c1ccccc1)c1ccc(Br)cc1O as listed: 28, 22, 38, 57, 69, 32
CC1CC(C)OC(C)(c2ccccc2)O1 (stereo not drawn) as listed: -33, -6, -18, 21, 9, -1
CCCN(CCCN)/[N+]([O-])=N\O as listed: -26, -18, -16, -1, -36, -13

(more compounds)
61: CCOc1ccc(/C=C2\N=C(c3ccc([N+](=O)[O-])cc3)OC2=O)cc1
62: Nc1ccccc1C(=O)/C=C/c1ccccc1O
63: Cc1nc(CCCCCCCC(=O)O)ccc1O
64: CSCCC(NC(=O)C(Cc1ccccc1)NC=O)C(=O)O (stereo not drawn)
65: O=C(Nc1ccccc1O)c1ccc(Cl)c(Cl)c1

assay / compound	61	62	63	64	65
cln2 rad14	3	18	-9	6	-23
yeast mec2-1	20	1	7	-27	32
bub3	16	13	1	19	49
yeast rad50	11	10	6	-12	-8
mlh1 rad18	8	34	7	-12	36
yeast sgs1 mgt1	3	30	-11	-10	33

66: CCOC(=O)C(C)(C)[N+](=O)[O-]
67: COc1ccc(C)cc1N
68: COC(=O)c1nc(N)nc(C(=O)OC)c1C(=O)c1cccnc1
69: CCOC(=O)[C@]12SCCN1C(=O)[C@H]2N1C(=O)c2ccccc2C1=O
70: CCOC(=O)/C(C#N)=C/Nc1ccc(Cl)nc1Cl

assay / compound	66	67	68	69	70
cln2 rad14	11	24	-15	-15	-12
yeast mec2-1	-14	-5	-18	-4	-30
bub3	1	-3	-5	-12	-3
yeast rad50	-11	19	-15	-7	8
mlh1 rad18	17	24	10	-7	-9
yeast sgs1 mgt1	1	-1	0	-6	-10

71: O=C1C(C(O)(C(F)(F)Cl)C(F)(F)Cl)CCC1C(O)(C(F)(F)Cl)C(F)(F)Cl (stereo not drawn)
72: CCOc1ccc(-c2nnc(Nc3ccc(S(=O)(=O)N4CCCCC4)cc3)s2)cc1
73: NC(=O)c1c(/N=C/c2ccccc2Cl)sc2c1CCCC2
74: COc1ccc2cc3n(cc-2c1=O)CCc1cc2c(cc1-3)OCO2
75: CC1(C)C2CCC13CS(=O)(=O)N1O[C@]13C(=O)O2 (stereo partly drawn)

assay / compound	71	72	73	74	75
cln2 rad14	99*	-38	10	-14	15
yeast mec2-1	100*	10	-16	-3	3
bub3	98*	-2	5	-7	-1
yeast rad50	100*	10	-8	-9	19
mlh1 rad18	100*	17	0	1	32
yeast sgs1 mgt1	100*	14	22	6	7

76: CCCCCCCCN1N=CC(CC)C1CCC (stereo not drawn)
77: O=C(Cc1ccccc1)NN1C(=O)/C(=C\c2cccc(O)c2)SC1=Nc1ccccc1
78: CC(C)(C)c1ccc(O)c(S(=O)(=O)O)c1
79: CCCCCCCCCCCCCCOS(=O)(=O)O
80: CO/N=C1\N=C(C)C(=N)N1c1ccccc1

assay / compound	76	77	78	79	80
cln2 rad14	11	6	-40	100*	-14
yeast mec2-1	-12	-19	-8	100*	4
bub3	-1	-45	-11	100*	-3
yeast rad50	3	-11	4	100*	-15
mlh1 rad18	1	-17	8	100*	-12
yeast sgs1 mgt1	6	-6	-1	100*	-4

81: O=C1CCC2(C=C(Br)C(=O)C(Br)=C2)O1
82: CCC/C(=N\Nc1ccc([N+](=O)[O-])cc1[N+](=O)[O-])c1ccccc1
83: O=S(Cc1ccccc1)CS(=O)Cc1ccccc1 (stereo not drawn)
84: CN(C)/N=C/c1cn(C)c(=O)n(C)c1=O
85: O=C(O)c1ccccc1/C=N/N=C1c2ccccc2-c2ccccc21
86: ClC1CC2CCC1C2 (stereo not drawn)

assay / compound	81	82	83	84	85	86
cln2 rad14	x	-77	4	-6	46	8
yeast mec2-1	94*	10	9	3	61	-21
bub3	x	2	21	-20	48	-8
yeast rad50	92*	4	14	0	51	27
mlh1 rad18	92*	-9	-1	2	69	9
yeast sgs1 mgt1	x	0	8	6	50	8
